Assay outcomes from PubChem BioAssay.
proKLK7 act: proKLK7 zymogen activators, primary screen, biochemical, fluorescence intensity; purified proKLK7, EDANS-DABCYL substrate fluorescence; 100% is mature enzyme control, 0% vehicle; 370,000 tested, 0.9% active; Kallikrein-7 (Homo sapiens), P49862; AID 652039, 2013; activation, % at 7 µM;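 active = activation above the mean of all tested compounds plus 3 SD, computed per campaign excluding outliers beyond control limits, cut at about 13% in these data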
PRMT1 inh: PRMT1 methyltransferase inhibitors, primary screen, biochemical, fluorescence polarization | AID 652257, 2013 | inhibition, % at 2.79 µM | recombinant PRMT1, activity-based probe fluorescence polarization | Protein arginine N-methyltransferase 1 (Homo sapiens), Q99873 | 370,000 tested, 1.3% active;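 active = inhibition above about 21% made by adding two undisclosed values, limit read from the data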
LEDGF integ inh: blockers of LEDGF/p75-dependent integrase strand transfer – biochemical, TR-FRET, high throughput, primary screen. TR-FRET IN-LEDGF/p75 DNA integration, Eu/Cy5. 370,000 tested, 0.64% active. inhibition, % at 3.7 µM. HIV-1 integrase (with human LEDGF/p75);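 active = inhibition above the screen-wide mean plus 3 SD, cut at about 13% in these data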;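 note: signal is the Cy5 over europium emission ratio at 671 and 618 nm; 0% = plate median of compound wells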
Tn6 DDE FP: inhibitors of Tn6 peptide binding to fibrin DD(E), primary screen, biochemical, fluorescence polarization, human fibrin, Tn6 probe; Fibrinogen beta chain (Homo sapiens), P02675; Fibrin DD(E) TRITC-Tn6 fluorescence polarization displacement; inhibition, % at 8.3 µM; 370,000 tested, 0.21% active; AID 720509, 2013;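 active = inhibition above a per-campaign cutoff: mean of compounds within control limits plus 3 SD, cut at about 15% in these data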;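 note: 0% = median of all compound wells on the plate and 100% = blocking peptide control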
Target sequence (P02675 whole entry, looked up): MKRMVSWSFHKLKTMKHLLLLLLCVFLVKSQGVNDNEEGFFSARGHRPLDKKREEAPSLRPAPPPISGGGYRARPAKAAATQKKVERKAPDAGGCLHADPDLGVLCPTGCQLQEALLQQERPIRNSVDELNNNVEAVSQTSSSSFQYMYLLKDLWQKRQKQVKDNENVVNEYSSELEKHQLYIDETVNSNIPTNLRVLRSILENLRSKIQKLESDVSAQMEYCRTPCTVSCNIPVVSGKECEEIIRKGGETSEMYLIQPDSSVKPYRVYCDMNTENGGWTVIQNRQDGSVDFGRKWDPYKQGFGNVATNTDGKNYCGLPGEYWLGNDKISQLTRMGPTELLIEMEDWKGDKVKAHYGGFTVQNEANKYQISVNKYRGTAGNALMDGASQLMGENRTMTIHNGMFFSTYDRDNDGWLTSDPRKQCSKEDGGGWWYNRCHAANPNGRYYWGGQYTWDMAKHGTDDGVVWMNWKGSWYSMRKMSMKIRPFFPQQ
UHRF1 binding: UHRF1 methylated DNA binding inhibitors, primary screen, counter-screen for MBD2 inhibitor project, biochemical, TR-FRET, human UHRF1, single concentration. E3 ubiquitin-protein ligase UHRF1 (Homo sapiens), Q96T88. UHRF1 binding to methylated oligo. 370,000 tested, 0.75% active. AID 687016, 2013. inhibition, % at 4.4 µM; in the data active = inhibition above about 21%;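 note: UHRF1 SRA domain binding a hemimethylated CpG hairpin DNA probe; 0% = median of test compound wells and 100% = reference inhibitor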
DDE Tn7 FP inh: inhibitors of Tn7 peptide binding to fibrin DD(E), primary screen, biochemical, fluorescence polarization, human fibrin, Tn7 probe; FP displacement of FITC-Tn7 peptide from fibrin DD(E); 0% = median of compound wells per plate; inhibition, % at 8.3 µM; 370,000 tested, 0.13% active; AID 720508, 2013;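 active = inhibition above the mean of compounds falling within the control limits plus 3 SD of them, cut at about 14% in these data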;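 note: 0% = plate median of compound wells and 100% = 10 µM Aha-Tn7 peptide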
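Assay system: Human clot-derived fibrin DD(E) complex | Buffer or medium: Tris/NaCl/CaCl2 buffer, pH 7.8 | Repeats: One replicate per compound | Benchmarks: Aha-Tn7 high control | Measure: % inhibition scaled between sample-field median and high-control FP | Schedule: 10 min plus 3 h, room temperature | Signal: Fluorescence polarization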
TCR-CD3 inh: inhibitors of human TCR-CD3 interaction, primary screen, biochemical, fluorescence, TAMRA-labeled TCR probe; T-cell receptor (TCR); inhibition, % at 9.4 µM; 360,000 tested, 0.37% active; AID 651800, 2012; in the data active = inhibition above about 19%;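 note: recombinant mutant TCR 2C K166C tagged with TAMRA read by polarization; 0% = receptor in buffer alone and 100% = receptor with positive control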
TDP2 absorb: human TDP2 enzyme inhibitors, primary screen, biochemical, epi absorbance, recombinant enzyme | AID 720702, 2013 | 370,000 tested, 0.34% active | Tyrosyl-DNA phosphodiesterase 2 (Homo sapiens), O95551 | inhibition, % at 12.8 µM | T5PNP hydrolysis, p-nitrophenol absorbance 415 nm;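 active = inhibition above the mean of all tested compounds plus 3 SD, set per campaign, cut at about 25% in these data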;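 note: 0% = DMSO with enzyme and 100% = buffer with substrate but no TDP2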
Target sequence (O95551 whole entry, looked up): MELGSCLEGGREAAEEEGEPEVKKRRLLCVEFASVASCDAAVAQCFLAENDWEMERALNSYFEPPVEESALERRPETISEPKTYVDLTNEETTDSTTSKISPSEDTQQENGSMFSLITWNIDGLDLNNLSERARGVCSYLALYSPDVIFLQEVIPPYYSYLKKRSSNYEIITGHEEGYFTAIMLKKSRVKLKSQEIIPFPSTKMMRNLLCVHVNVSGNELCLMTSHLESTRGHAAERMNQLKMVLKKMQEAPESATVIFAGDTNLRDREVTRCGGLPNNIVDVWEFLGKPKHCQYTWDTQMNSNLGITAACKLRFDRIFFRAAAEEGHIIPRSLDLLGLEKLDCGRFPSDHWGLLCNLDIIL
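Read-out basis: percent inhibition. System: recombinant human TDP2. Buffer or medium: Mg2+-containing Tris-HCl buffer, pH 7.5. Repeats: single replicate. Timing: reaction 2 h, 37 °C. Benchmarks: high control without enzyme, low control DMSO plus TDP2. Probe or stimulus: 5 mM T5PNP. Doses: 12.8 µM only. Measured by: epi absorbance of p-nitrophenol freed from T5PNP by hydrolysis.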
SIAE inh: human SIAE inhibitors, primary screen, biochemical, fluorescence polarization, FP-Rh probe, 1536-well HTS; SIAE FP-Rh probe binding; inhibition, % at 9.66 µM; 370,000 tested, 0.69% active;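 active = inhibition above a cutoff: mean of compounds within the control limits plus 3 SD of those, cut at about 17% in these data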;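 note: 0% = plate median of compound wells and 100% = probe without SIAE protein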
MBD2 inh: inhibitors of MBD2 binding to methylated DNA, primary screen, biochemical, TR-FRET, DNA-binding domain, human. Methyl-CpG-binding domain protein 2 (Homo sapiens), Q9UBB5. MBD2 binding to methylated oligonucleotide. inhibition, % at 4.4 µM. 370,000 tested, 0.31% active. AID 686964, 2013; in the data active = inhibition above about 13%
Numbers without * were called inactive.

SMILES | proKLK7 act | PRMT1 inh | LEDGF integ inh | Tn6 DDE FP | UHRF1 binding | DDE Tn7 FP inh | TCR-CD3 inh | TDP2 absorb | SIAE inh | MBD2 inh
C/C(=N\Nc1ccccn1)c1cccs1 | -0.4 | 1 | 3 | -6 | -3 | -4 | 3 | -2 | -1 | -1
COc1ccc(NC(=O)C23CC4CC(C2)CC(n2cnc(Br)n2)(C4)C3)c(C)c1 | -0.1 | 1 | 1 | 5 | 3 | 4 | -13 | 6 | -9 | 3
Cc1ccc(-c2nc(CN3CCN(C(=O)C4CCCO4)CC3)cs2)cc1 (stereo not given) | -0.3 | -9 | 3 | -5 | 1 | -3 | 3 | 5 | -9 | 1
O=C1CC(c2ccco2)c2ccc3ccccc3c2N1 (stereo not given) | -0.2 | 3 | 2 | -3 | 4 | 3 | -9 | 2 | -1 | 0
CC1CC(C)CN(CCCNC(=O)c2nn(C)c3c2CS(=O)(=O)c2ccccc2-3)C1 (stereo not given) | -0.2 | -9 | 3 | -5 | -1 | 3 | -3 | -14 | -1 | -2
NC(=O)c1ccc(NS(=O)(=O)c2ccc3ccccc3c2)cc1 | -0.5 | -4 | 3 | -5 | 2 | -3 | -9 | -8 | 4 | -1
NC(=O)C1CCN(S(=O)(=O)c2cc3c4c(c2)CCN4C(=O)CC3)CC1 | 0.3 | 1 | -1 | -2 | 0 | -4 | -1 | -7 | -1 | 4
CCOC(=O)N1CCc2c(sc(NC(C)=O)c2C(N)=O)C1 | -0.1 | 3 | -1 | -4 | -1 | 8 | 4 | 7 | -3 | 1
O=C(COC(=O)C1CC1)Nc1ccc(Cl)cc1Cl | -0.1 | -4 | -4 | 3 | 1 | -1 | 6 | -2 | 2 | -5
COc1ccc(CN(C)C(C)C(=O)Nc2cccc3ccccc23)cc1 (stereo not given) | 0.0 | 1 | 5 | -6 | -2 | -7 | 12 | 8 | 0 | -5
COc1ccc(C2=NN(C(=O)CSc3nc(=O)n4ccc(C)cc4n3)C(c3ccc(C)cc3)C2)cc1 (stereo not given) | 0.1 | 1 | 3 | 2 | 0 | -1 | 11 | 11 | -6 | 0
COC(=O)c1ccc(/C=C/c2c(-c3ccc(OC)cc3)oc3ccc(N4CCOCC4)cc23)cc1 | -12 | -3 | 0 | 2 | -2 | 3 | 4 | -2 | 6 | 1
O=S(=O)(Nc1cc(Sc2cccc3cccnc23)c(O)c2ccccc12)c1ccccc1 | 0.4 | 91* | 17* | 10 | -31 | 5 | 8 | 33* | 17 | -24
CC(CCN(C)C)OC(=O)c1ccc(C(C)c2ccccc2)o1 (stereo not given) | 0.6 | 2 | -1 | -1 | 0 | -1 | -1 | 7 | -5 | 1
Cc1ccc(/C=N\NC(=O)Cn2nnc3ccccc32)o1 | 0.7 | 2 | 7 | 5 | -1 | -1 | -6 | -14 | 2 | -1
CN(C)c1ccc(C(CNS(=O)(=O)c2ccc3ccccc3c2)c2c[nH]c3ccccc23)cc1 (stereo not given) | -4.8 | 2 | 1 | 2 | -4 | -1 | 6 | -12 | 15 | -2
COC(=O)CSc1nnc(CNC(=O)c2ccc(S(=O)(=O)N3CCCCC3)cc2)n1C | 0.0 | 4 | 3 | -6 | 18 | 2 | -10 | -15 | -12 | 8
O=C1Nc2ccc(Br)cc2/C1=N\N=C\C1=C(N2CCOCC2)C(=C/c2ccccc2)/CC1 | -0.1 | 5 | 0 | -1 | -2 | -4 | -4 | 1 | 13 | 1
CCc1nc2ccc(C(=O)Nc3cccc(OCC(=O)N(C)C)c3)cn2c1N(CCN(C)C)CC1CC1 | -1.5 | -1 | 1 | -2 | 4 | -4 | -9 | -7 | 1 | -1
Nc1nc(-c2ccc(Cl)cc2)nc(-c2ccc(Cl)cc2)n1 | -0.9 | -5 | 0 | 3 | -2 | 1 | 4 | 10 | 3 | -2
O=C(O)CC(NCc1ccco1)C(=O)OCCc1ccccc1 (stereo not given) | 0.2 | -4 | -1 | -6 | 5 | 3 | -5 | 4 | 1 | -3
Cc1cc(C)c(N2C(=NC(=O)CCCC(=O)O)SC3CS(=O)(=O)CC32)c(C)c1 (stereo not given) | -0.1 | -4 | 4 | 0 | 6 | 2 | -4 | -12 | 3 | 0
CC1(C)Cc2c(cnn2-c2ccc(F)cc2)C(NC(=O)CCCN2CCCCC2=O)C1 (stereo not given) | -0.2 | -4 | 2 | -2 | 1 | 2 | 0 | -7 | 7 | -5
COC(=O)C(C(=O)OC)c1ccccc1CNS(=O)(=O)c1ccc(C)cc1 | -0.3 | 1 | 3 | 3 | 5 | -3 | -1 | -5 | 2 | 1
COc1ccc(Cl)cc1/C=C1/C(=O)ON=C1C | 0.1 | -1 | 3 | -3 | 4 | -3 | -8 | 8 | 7 | 1
SMILES | proKLK7 act | PRMT1 inh | LEDGF integ inh | Tn6 DDE FP | UHRF1 binding | DDE Tn7 FP inh | TCR-CD3 inh | TDP2 absorb | SIAE inh | MBD2 inh
COc1ccc(CN2CCc3ccccc3C2)cc1Br | 0.0 | 2 | -4 | -3 | -3 | -2 | -3 | 13 | 2 | 2
Cc1cc(C)cc(NC(=O)Nc2ccc(Cl)cn2)c1 | -0.1 | -2 | 0 | 2 | -2 | 2 | 7 | -2 | 0 | -2
COc1ccc(-c2nnc3n2-c2ccccc2SC3)cc1OC | 0.2 | 2 | -1 | 4 | 1 | -2 | 2 | 1 | -1 | 1
Cc1cc(=O)[nH]c(N/N=C/c2c(F)c(F)c(F)c(F)c2F)n1 | -1.0 | -6 | 3 | 4 | 1 | -7 | -3 | -5 | 3 | 0
CC1N(C(=O)N2CCOCC2)CCN1S(=O)(=O)c1cccc(C(F)(F)F)c1 (stereo not given) | -0.5 | 1 | 0 | -7 | 0 | 0 | 1 | 2 | 7 | 1
CC(=O)NNS(=O)(=O)c1scc(S(=O)(=O)c2ccc(Cl)cc2)c1C | 0.4 | 0 | -2 | -3 | 2 | 10 | 1 | 2 | 0 | 4
Cc1ccc(-c2noc(CSc3nnnn3-c3ccccc3)n2)cc1 | 0.4 | -3 | 0 | -2 | 0 | -10 | -4 | -6 | -3 | -5
Nn1c(Cc2cccc3ccccc23)nnc1SCCOc1ccc(F)cc1 | 0.1 | 0 | 3 | -2 | -3 | 4 | 9 | -4 | 2 | 0
O=C(NCC1CCCN(C(=O)NCc2ccccc2)C1)c1ccc2c(c1)OCO2 (stereo not given) | -0.2 | -5 | 4 | -2 | 5 | 4 | -1 | -3 | -5 | 1
NC(=O)C[C@H](NC(=O)c1ccc(Cl)cc1)C(=O)OCc1ccccc1 | -0.1 | 5 | 1 | -1 | 4 | 8 | -6 | -4 | -5 | 7
COc1ccc(-c2ccc(SCC(=O)N3CCN(c4ccccc4)CC3)nn2)cc1 | -0.1 | -1 | 0 | 0 | -2 | -4 | 1 | -3 | 1 | -2
Cc1ccc(C(=O)N(CCN2CCCCC2)CC2CCCN(C3CCCC3)C2)s1 (stereo not given) | -0.4 | 3 | -2 | -7 | 0 | -2 | 0 | -5 | -5 | 4
CC(C)(C)C(=O)C[n+]1ccc(C(N)=O)cc1 | 0.7 | 2 | -2 | 10 | 0 | 4 | -3 | -9 | -5 | 5
O=C1NC(=O)/C(=C/c2ccc(-c3cccc([N+](=O)[O-])c3)o2)S1 | -0.5 | -3 | -1 | 12 | -2 | 8 | 8 | 13 | 1 | -8
CCOc1cc(/C=C2/NC(=O)NC2=O)cc([N+](=O)[O-])c1O | 0.3 | 1 | -7 | -2 | -14 | 0 | -8 | 0 | -5 | -22
COc1cccc(NC(=O)COC(=O)/C=C/c2c(C)nn(-c3ccccc3)c2C)c1 | 0.0 | -2 | 2 | 2 | -2 | 0 | -1 | 5 | -10 | 5

A different layout for 2 compounds above:
molecule	proKLK7 act	PRMT1 inh	LEDGF integ inh	Tn6 DDE FP	UHRF1 binding	DDE Tn7 FP inh	TCR-CD3 inh	TDP2 absorb	SIAE inh	MBD2 inh
COc1ccc(C2=NN(C(=O)CSc3nc(=O)n4ccc(C)cc4n3)C(c3ccc(C)cc3)C2)cc1 (stereo not given)	0.1	1	3	2	0	-1	11	11	-6	0
O=C(COC(=O)C1CC1)Nc1ccc(Cl)cc1Cl	-0.1	-4	-4	3	1	-1	6	-2	2	-5

Individual results from the entries so far:
Entry for Cc1ccc(C(=O)N(CCN2CCCCC2)CC2CCCN(C3CCCC3)C2)s1 (stereo not given) under TDP2 absorb: -5
Entry for Cc1ccc(-c2noc(CSc3nnnn3-c3ccccc3)n2)cc1 under TCR-CD3 inh: -4

Part of the list above in order of formula weight, low to high:
SMILES | proKLK7 act | PRMT1 inh | LEDGF integ inh | Tn6 DDE FP | UHRF1 binding | DDE Tn7 FP inh | TCR-CD3 inh | TDP2 absorb | SIAE inh | MBD2 inh
CC(C)(C)C(=O)C[n+]1ccc(C(N)=O)cc1 | 0.7 | 2 | -2 | 10 | 0 | 4 | -3 | -9 | -5 | 5
O=C(COC(=O)C1CC1)Nc1ccc(Cl)cc1Cl | -0.1 | -4 | -4 | 3 | 1 | -1 | 6 | -2 | 2 | -5
NC(=O)C[C@H](NC(=O)c1ccc(Cl)cc1)C(=O)OCc1ccccc1 | -0.1 | 5 | 1 | -1 | 4 | 8 | -6 | -4 | -5 | 7
COC(=O)C(C(=O)OC)c1ccccc1CNS(=O)(=O)c1ccc(C)cc1 | -0.3 | 1 | 3 | 3 | 5 | -3 | -1 | -5 | 2 | 1
Cc1cc(C)c(N2C(=NC(=O)CCCC(=O)O)SC3CS(=O)(=O)CC32)c(C)c1 (stereo not given) | -0.1 | -4 | 4 | 0 | 6 | 2 | -4 | -12 | 3 | 0
